TRPC4 potent: allosteric potentiators of mouse TRPC4 channel | Q9QUQ5 | B-score at 10 µM | AID 2227 | 0.42% of 310,000 active | HEK293 TRPC4beta/mu-opioid, DAMGO EC20, Fluo-4 Ca2+ flux; hits give high values;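 active means B-score of calcium response area above 5 SD of library B-scores, with initial fluorescence ratio within 5 SD of library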;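 further: B-score of integrated fluorescence ratio over time as area under calcium response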
MrgX1 ag: activates human MrgX1 receptor signaling | MrgX1-HEK293 cells, Fluo-4 calcium fluorescence, agonist mode; hits give high values | B-score at 10 µM | 0.44% of 310,000 active | AID 588627;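 active means calcium response B-score plate-corrected fluorescence ratio at least 3 library SD, with starting fluorescence B-score inside 5 SD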
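Material: MrgX1-expressing HEK293 cells; input: 15,000 cells per well; doses: test compound given as first of three sequential additions; schedule: overnight plating before 1 h dye loading; technique: Fluo-4 NW calcium-flux fluorescence, kinetic read; evaluation: baseline-normalised fluorescence change ratio, B-scored; control set: plate-wise positive and negative controls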
MrgX1 PAM: allosterically activates human MrgX1 receptor signaling. 0.63% of 310,000 active. MrgX1-HEK293, Fluo-4 calcium flux, FDSS; hits give high values. B-score at 10 µM. Q96LB2;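 active means plate-corrected calcium response at least 3 library SD above typical, normal starting fluorescence, not activating the receptor alone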;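 further: compound read alongside a low EC10 to EC30 dose of BAM8-22 agonist; peak minus trough fluorescence over baseline measured at the second addition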
TRPC6 inh: mouse TRPC6 channel inhibition. AID 2553. HEK293-TRPC6, membrane potential dye, ACh-evoked depolarization; hits give low values. Q61143. B-score at 10 µM. 1.1% of 310,000 active;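 active means B-score under library mean minus 3 SD, initial fluorescence not abnormally high, positive integrated signal ratio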;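 further: B-score derived from integrated fluorescence ratio over the kinetic read; more negative B-score means stronger inhibition of depolarization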
Target sequence (Q61143 whole entry, looked up): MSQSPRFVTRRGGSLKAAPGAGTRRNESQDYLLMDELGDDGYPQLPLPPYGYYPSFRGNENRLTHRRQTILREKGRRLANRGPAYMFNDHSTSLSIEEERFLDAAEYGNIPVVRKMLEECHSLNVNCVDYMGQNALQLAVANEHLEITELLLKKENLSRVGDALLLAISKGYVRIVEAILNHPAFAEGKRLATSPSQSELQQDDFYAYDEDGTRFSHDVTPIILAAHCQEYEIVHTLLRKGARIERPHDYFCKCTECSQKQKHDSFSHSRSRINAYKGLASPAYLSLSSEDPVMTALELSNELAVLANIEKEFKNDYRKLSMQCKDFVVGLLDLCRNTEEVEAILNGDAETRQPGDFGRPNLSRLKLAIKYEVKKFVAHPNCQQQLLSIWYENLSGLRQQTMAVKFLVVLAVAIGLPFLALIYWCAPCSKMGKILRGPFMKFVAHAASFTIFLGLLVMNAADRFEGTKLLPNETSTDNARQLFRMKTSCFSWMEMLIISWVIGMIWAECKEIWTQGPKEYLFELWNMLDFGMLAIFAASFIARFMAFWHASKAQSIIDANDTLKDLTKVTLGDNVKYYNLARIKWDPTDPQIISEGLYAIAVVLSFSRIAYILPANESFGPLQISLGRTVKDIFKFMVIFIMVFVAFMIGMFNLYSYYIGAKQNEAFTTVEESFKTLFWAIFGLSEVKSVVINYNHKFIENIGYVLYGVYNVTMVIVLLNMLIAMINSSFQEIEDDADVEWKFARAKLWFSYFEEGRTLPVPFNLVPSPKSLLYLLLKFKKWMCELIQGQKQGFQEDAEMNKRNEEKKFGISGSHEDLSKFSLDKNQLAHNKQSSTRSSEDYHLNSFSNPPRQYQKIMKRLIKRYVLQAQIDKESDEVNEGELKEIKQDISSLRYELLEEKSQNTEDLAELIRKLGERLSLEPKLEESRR
TMEM16A act: mouse TMEM16A channel activation, primary screen. Q8BHY3. HEK293 TMEM16A/YFP-H148Q/I152L, iodide quench fluorescence; hits give low values. B-score at 10 µM. 0.3% of 340,000 active;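 active means fluorescence-ratio B-score plate-corrected deviation score at least 3 library SD below zero, with starting fluorescence score within 5 deviations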;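 further: channel opened by trigger with iodide after compound preincubation; score built on the fluorescence ratio of max minus min over baseline; more negative score means more quench and so TMEM16A activation or potentiation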
TMEM16A inh: inhibitors of mouse TMEM16A calcium-activated chloride channel; Q8BHY3; HEK293 TMEM16A/YFP iodide influx fluorescence, ionomycin; normalized B-score (activity score, 25-100; higher = stronger inhibition) at 10 µM; 1.2% of 310,000 active; AID 588511;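 active means ratio plate-corrected score three or more library SD toward inhibition, starting fluorescence score within five deviations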;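 further: score derived from kinetic fluorescence span divided by baseline fluorescence per well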
TRPC4 block: inhibitors of mouse TRPC4 channel; B-score at 10 µM; 0.39% of 300,000 active; HEK293 TRPC4beta/mu-opioid, DAMGO-evoked Fluo4 calcium flux; hits give low values; Q9QUQ5;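 active means B-score over 3 SD under the library average, no early fluorescence shift, positive overall ratio signal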
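Signal: kinetic Fluo4 fluorescence imaging of calcium influx. Material: stable TRPC4beta/mu-opioid receptor HEK293 cells. Probe or stimulus: DAMGO in two steps, submaximal then maximal.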
TRPC4 agonist: opens the mouse TRPC4 cation channel; B-score at 10 µM; 0.49% of 310,000 active; HEK293 TRPC4beta/mu-opioid, Fluo4 calcium fluorescence; hits give high values; Q9QUQ5;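 active means B-score above 5 SD of library B-scores, and initial fluorescence ratio not above library mean plus 5 SD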;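 further: positive B-score marks a calcium rise read as TRPC4 activation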
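Assay system: HEK293 cells stably co-expressing mouse TRPC4beta and mu-opioid receptor / Timing: Fluo4 dye loading 45 min at room temperature, 110 s recording / Signal: Fluo4 calcium-sensitive dye fluorescence, kinetic, 1 Hz baseline / Read-out: integrated baseline-normalised fluorescence ratio, converted to per-well B score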
TRPC6 act: mouse TRPC6 channel activation; Q61143; HEK293-TRPC6 membrane potential dye fluorescence; hits give high values; B-score at 10 µM; 0.13% of 310,000 active; AID 2550;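 active means B-score of the integrated fluorescence ratio above library mean plus 3 SD, and starting fluorescence ratio within library mean plus 5 SD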;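 further: higher score means more depolarization so channel activation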
MrgX1 antagonist: antagonists of human MrgX1 receptor. Q96LB2. MRGX1-HEK293 calcium flux, Fluo-4, BAM8-22 antagonism; hits give low values. B-score at 10 µM. 1.3% of 310,000 active;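 active means calcium-response B-score plate-corrected more than 3 library SD below zero, starting fluorescence within 5 deviations, no agonist response on first addition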;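 further: peak minus trough fluorescence over baseline after final BAM8-22 challenge near maximal dose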
SKKanGAS inh: inhibitors of SKKanGAS S. pyogenes growth in kanamycin (SK-promoter or general growth effect); AID 1662; inhibition, % at 7.5 µM; BacTiter-Glo, 6 h; 1.3% of 300,000 active;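 active means mean replicate score, as percent of positive control median, at least 50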;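 further: strain carries kanamycin resistance gene driven by streptokinase promoter and grows in 40 µg/ml kanamycin; loss of luminescence reflects streptokinase promoter inhibition or plain growth inhibition; 0% = median of DMSO wells and 100% = positive control at its reference dose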
* hit, by the source's call; i = inactive; . = not tested or not shown; & = joins results of further samples.

SMILES | TRPC4 potent | MrgX1 ag | MrgX1 PAM | TRPC6 inh | TMEM16A act | TMEM16A inh | TRPC4 block | TRPC4 agonist | TRPC6 act | MrgX1 antagonist | SKKanGAS inh
COCC(=O)N(CCc1ccc(OC)cc1)Cc1nc2ccccc2c(=O)[nH]1 | i | i | i | i | . | i | i | i | i | i | -3.3
COc1ccc(/C=C2\SC(=N)N(c3nccs3)C2=O)cc1OC | i | i | i | i | i | i | i | i | i | i | 89.0*
O=C(CNC(=O)N1CC(=O)Nc2ccccc21)NCc1ccccc1 | i | i | i | i | i | i | i | i | i | i | -1.3
COc1cc2c(cc1C=O)OC(C)C2 (configuration not stated) | i | i | i | i | i | i | i | i | i | i | 0.4
O=C(Nc1ccccn1)Nc1ccccc1[N+](=O)[O-] | i | i | i | i | i | i | i | i | i | i | 0.9
Cc1c(C(=O)Nc2ccc(N3CCOCC3)cc2)cccc1[N+](=O)[O-] | i | i | i | i | i | i | i | i | i | i | -3.9
COc1ccc(CCNC(=O)c2c(C)nn(CC(C)C)c2Cl)cc1 | i | i | i | i | i | i | i | i | i | i | -14.8
Cc1ccc(OCC(=O)NCCO)c(Br)c1 | i | i | i | i | i | i | i | i | i | i | -1.0
O=C(CNS(=O)(=O)c1ccc(F)cc1)N1CCN(c2ccccc2)CC1 | i | i | i | i | i | i | i | i | i | i | -14.6
Cc1ccc2[nH]c3c(=O)n(CC(=O)NCc4ccco4)ncc3c2c1 | i | i | i | i | i | i | i | i | i | i | 7.3
CN(C)C(CNC(=O)CCCOc1ccccc1)c1ccco1 (configuration not stated) | i | i | i | i | i | i | i | i | i | i | -7.2
CCN(CC)C(=O)CNC(=O)c1nn(-c2ccc(OC)c(Cl)c2)c(=O)c2ccccc12 | i | i | i | i | i | i | i | i | i | i | 18.9
O=C(NC1CCCc2ccccc21)c1cncc(Br)c1 (configuration not stated) | i | i | i | i | i | i | i | i | i | i | 2.8
CCOc1ccc(C(=O)COC(=O)CC)cc1 | i | i | i | i | i | i | i | i | i | i | -0.4
CSc1ccc(/C=C/C(=O)NC(=O)c2ccccc2O)cc1 | i | i | i | i | i | 25* | i | i | i | i | -9.9
Cc1ccc(-n2c(C)cc(/C=N/NC(=O)c3ccc(CN4CCOCC4)cc3)c2C)cc1 | i | i | i | i | i | i | i | i | i | i | -5.3
COc1ccccc1Oc1c(C)oc2c(CN(C)C)c(O)ccc2c1=O | i | i | i | i | i | i | i | i | i | i | -0.2
CNC(=O)c1ccc(N(Cc2ccccc2)S(C)(=O)=O)cc1 | i | i | i | i | i | i | i | i | i | i | 0.2
CC(=O)NC(CC(=O)Nc1nc(-c2ccccc2)c(C(C)=O)s1)c1ccccc1 (configuration not stated) | i | i | i | i | i | i | i | i | i | i | 1.0
Cc1[nH]n(-c2ccccc2)c(=O)c1C(=O)c1cccc(F)c1 | i | i | i | i | i | i | i | i | i | i | -4.9
Cc1nnn(-c2nonc2N)c1C(=O)N/N=C/c1ccccc1O | i | i | i | i | i | i | i | i | i | i | -3.3
COc1ccc(N2CCN(C(=O)CCC(=O)N3Cc4ccccc4Oc4ncccc43)CC2)cc1 | i | i | i | i | i | i | i | i | i | i | -9.7
CCCNC(=O)NCCc1c(C)[nH]c2ccccc12 | i | i | i | i | i | i | i | i | i | i | -0.3
O=C(NCCCN1CCCCC1)c1ccc2c(c1)NC(=O)C(N1CCOCC1)S2 (configuration not stated) | i | i | i | i | i | i | i | i | i | i | -14.3
CCOC(=O)c1c(-c2ccc(C)cc2)csc1NC(=O)c1ccc(N2C(=O)CCC2=O)cc1 | i | i | i | i | i | i | i | i | i | i | 44.4
O=C(O)c1cccc(Cn2c(Cl)c(/C=N/NC(=O)c3ccc(O)cc3)sc2=O)c1 | i | i | i | i | i | i | i | i | i | i | 0.4
CCOC(=O)c1sc2nc(CN3CCCCC3)nc(Cl)c2c1C | i | i | i | i | i | i | i | i | i | i | 2.2
COc1ccc(C(=O)N/N=C(\C)CC(=O)Nc2ccc3ccccc3c2)c(OC)c1 | i | i | i | i | i | i | i | i | i | i | 1.2
O=C(NCCCCCCNC(=O)NCc1ccco1)NCc1ccco1 | i | i | i | i | . | i | i | i | i | i | 2.5
N#Cc1c2n(cnc1=O)CCCCC2 | i | i | i | i | i | i | i | i | i | -4.94* | 0.4
O=S(=O)(NCC(c1cccnc1)N1CCN(c2ccc(F)cc2)CC1)c1cccs1 (configuration not stated) | i | i | i | i | i | i | i | i | i | i | 1.2
N#Cc1cc([N+](=O)[O-])cnc1NCC(O)CO (configuration not stated) | i | i | i | i | i | i | i | i | i | i | -1.0
COc1cccc(CC2(CO)CCN(Cc3cn(C)nc3C)CC2)c1 | i | i | i | i | i | i | i | i | i | i | -8.3
COc1ccc(C(=O)NCc2ccc(-n3cccc3)cc2)cc1OC | i | i | i | i | i | i | i | i | i | i | -1.8
COC(=O)C1Cc2c([nH]c3ccccc23)CN1C(C)=O (configuration not stated) | i | i | i | i | i | i | i | i | i | i | -1.0
CCSc1nc2ccccc2[nH]1 | i | i | i | i | i | i | i | i | i | i | 12.9&4.4
COc1ccc(-c2cc(NCc3ccccn3)n3ncnc3n2)cc1 | i | i | i | i | i | i | i | i | i | i | 5.3
CC1CN(C(=O)COC(=O)c2ccc(Cl)c(S(=O)(=O)N3CCCCC3)c2)CC(C)O1 (configuration not stated) | i | i | i | i | i | i | i | i | i | i | 2.0
CCC(=O)N(C)CCc1cc2c(c(OC)c1/C=N/NC(=O)[C@H]1C[C@@H]1c1ccccc1)OCO2 | i | i | i | i | i | i | i | i | i | i | 1.5
CC(C)N1C(=O)NC2(c3ccccc3)N(C)C(=O)N(C)C12c1ccccc1 (configuration not stated) | i | i | i | i | i | i | i | i | i | i | 0.3
O=C(NCc1ccc(-c2nc3ccccc3s2)cc1)c1cc2ccccc2o1 | i | i | i | i | i | i | i | i | i | i | -3.9
COc1ccccc1NC(=O)NC(=O)c1ccccc1 | i | i | i | i | i | i | i | i | i | i | -12.0
CCc1nc(SCc2ccc(Cl)cc2)n[nH]1 | i | i | i | i | i | i | i | i | i | i | -3.6
CCOC(=O)N1CCN(C(=O)CSc2nc(C)nc3c2c(=O)n(C)c(=O)n3C)CC1 | i | i | i | i | i | i | i | i | i | i | 18.2
CCn1c(=O)cc(OCC(=O)NCc2cccnc2)c2ccccc21 | i | i | i | i | i | i | i | i | i | i | -2.3
COc1ccc(CCNC(=O)c2cccn2C)cc1 | i | i | i | i | i | i | i | i | i | i | 0.4
Cc1ccccc1NC(=O)Cn1nc(-c2ccccc2)nc1-c1ccccc1 | i | i | i | i | i | i | i | i | i | i | 0.5
C/C(=N\Nc1nc(N)cc(Cl)n1)c1ccc(Cl)c(Cl)c1 | i | i | i | i | i | i | i | i | i | i | -3.3
CCN(CC)CCCN1C(=O)C(=O)/C(=C(/O)c2ccc(C)cc2)C1c1ccccn1 (configuration not stated) | i | i | i | i | i | i | i | i | i | i | 1.8
Cn1c(=O)c2c(ncn2CC(=O)N2CCOCC2)n(C)c1=O | i | i | i | i | i | i | i | i | i | i | 0.6
CC1(C)CC2CC(C)(CN2S(=O)(=O)c2ccc(C(=O)Nc3ccc(S(=O)(=O)N4CCOCC4)cc3)cc2)C1 (configuration not stated) | i | i | i | i | i | i | i | i | i | i | 7.2
O=C(NCC1CCCCC1)c1cc([N+](=O)[O-])ccc1N1CCOCC1 | i | i | i | i | i | i | i | i | i | i | -0.6
CCOc1ccc(CCNC(=O)COC(=O)c2ccc(Br)o2)cc1OCC | i | i | i | i | i | i | i | i | i | i | -6.8
COc1ccc(CNC(=O)N2CCN(c3ccccc3)CC2)cc1 | i | i | i | i | i | i | i | i | i | i | 2.4
NS(=O)(=O)c1cccc(NC(=O)c2cncc(Br)c2)c1 | i | i | i | i | i | i | i | i | i | i | 3.0
COc1cccc(NC(=O)CSc2nc3ccsc3c(=O)n2-c2ccc(C(=O)O)cc2)c1 | i | i | i | i | i | i | i | i | i | i | -16.4
COc1ccc(N2CC(C(=O)Nc3ncccc3C)CC2=O)cc1 (configuration not stated) | i | i | i | i | i | i | i | i | i | i | 9.2
Cc1cc(C)c(OCC(=O)OCC(=O)N2c3ccccc3CC2C)c(C)c1 (configuration not stated) | i | i | i | i | i | i | i | i | i | i | 1.1
CCOC(=O)c1cnc2c(F)ccc(F)c2c1Sc1ccccc1 | i | i | i | i | i | i | i | i | i | i | 1.2
CC(C)(C)NC(=O)/C(=C\c1ccco1)NC(=O)c1ccco1 | i | i | i | i | i | i | i | i | i | i | 8.4
Other entries:
SMILES | TRPC4 potent | MrgX1 ag | MrgX1 PAM | TRPC6 inh | TMEM16A act | TMEM16A inh | TRPC4 block | TRPC4 agonist | TRPC6 act | MrgX1 antagonist | SKKanGAS inh
Cc1ccc(-c2cc(C(=O)Nc3ccc(S(=O)(=O)Nc4cc(C)on4)cc3)c3ccccc3n2)c(C)c1 | i | i | i | i | i | i | i | i | i | i | 53.7*
O=C(Nc1ccc(-c2csc(Nc3cccc(C(F)(F)F)c3)n2)cc1)c1cccc(C(F)(F)F)c1 | i | i | i | i | i | i | i | i | i | i | 98.6*
O=C(NC(=S)NCC1COc2ccccc2O1)c1ccccc1 (configuration not stated) | i | i | i | i | i | i | i | i | i | i | -3.9
O=C(CN1CCN(Cc2ccc(F)cc2)CC1)NCCc1ccccc1 | i | i | i | i | i | i | i | i | i | i | -5.6
Cc1cccc(N(C)C(=O)CCS(=O)(=O)c2cc3c(cc2Cl)NC(=O)CO3)c1 | i | i | i | i | i | i | i | i | i | i | -0.4

Some of the entries so far, as tab-separated lines:
Molecule	TRPC4 potent	MrgX1 ag	MrgX1 PAM	TRPC6 inh	TMEM16A act	TMEM16A inh	TRPC4 block	TRPC4 agonist	TRPC6 act	MrgX1 antagonist	SKKanGAS inh
O=C(CN1CCN(Cc2ccc(F)cc2)CC1)NCCc1ccccc1	i	i	i	i	i	i	i	i	i	i	-5.6
Cc1cccc(N(C)C(=O)CCS(=O)(=O)c2cc3c(cc2Cl)NC(=O)CO3)c1	i	i	i	i	i	i	i	i	i	i	-0.4

Bioassay records: PubChem, several laboratories
